# Pax4 mRNA alpha TC1: activators of Pax4 gene expression, primary screen, RT-PCR, mouse alpha TC1 cells, single point (AID 1053180). mouse alpha TC1 cells, Pax4 mRNA qPCR, 6 days; stronger effect = higher value; 100% = Pax4 plasmid added at qPCR. activation, % at 10 µM. hit rate 0.2% among 9,600;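 active means highest normalized replicate activity of 15 or more, or at least half the replicates reach 15 or more; inactive means neither condition met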;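 further: pax4 Ct normalized to GAPDH with activation seen as lower delta delta Ct; plate controls were plate neutral control wells for no effect and Pax4 plasmid positive control for full effect; each compound tested in two replicate wells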
# YAP1 CTGF inhibition: reduction of CTGF mRNA in DLD1 cells – DLD1 colon cancer cells, RT-qPCR, single point, primary screen (AID 743449) | DLD1 CTGF mRNA qPCR, 24 h; stronger effect = higher value | hit rate 0.9% among 9,900 | inhibition, % at 12.5 µM;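 active means mean normalized replicate activity at least 50 and at least half of replicates each reaching 50; inconclusive means only one of the two criteria met; inactive means neither criterion met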;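 further: 0% = neutral control wells and 100% = dasatinib control wells; higher means stronger suppression of CTGF expression like dasatinib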
# Active calls of the source: *; ? = inconclusive; / = no result given; & = joins results of further samples.
Molecule | Pax4 mRNA alpha TC1 | YAP1 CTGF inhibition
CCS(=O)(=O)N1CC(=O)N2[C@H](CO)[C@@H](c3ccc(-c4cccc(F)c4)cc3)[C@@H]2C1 | 0.0 | 7.9
C[C@@H]1CN([C@H](C)CO)C(=O)Cc2cc(NS(=O)(=O)c3cn(C)cn3)ccc2O[C@H]1CN(C)Cc1ccc2c(c1)OCO2 | 0.0 | -21.6
Cc1noc(C)c1S(=O)(=O)N(C)C[C@@H]1OCc2ccccc2-c2ccccc2C(=O)N([C@H](C)CO)C[C@H]1C | 0.0 | -33.9
CCC(=O)N1C[C@H](O)COC[C@@H]2O[C@H](CC(=O)NC)CC[C@H]21 | 0.0 | -20.5
COc1ccc2c3c(n(C)c2c1)[C@@H](CO)N(Cc1ccc(Cl)cc1)CC31CCN(CC2CC2)CC1 | 0.6 | -1.9
CCc1cnc(N2[C@H](CO)[C@@H](c3ccccc3-c3ccccc3C)[C@@H]2C#N)s1 | 0.0 | -21.5
COc1ccc(S(=O)(=O)N(C)C[C@@H]2Oc3ccc(NC(=O)Cc4cn(C)c5ccccc45)cc3C(=O)N([C@@H](C)CO)C[C@H]2C)cc1 | 0.0 | -19.7
C[C@H]1CCCCO[C@H](CN(C)C(=O)Nc2ccc3c(c2)OCO3)[C@@H](C)CN([C@@H](C)CO)C(=O)c2cc(NS(=O)(=O)c3ccc(F)cc3)ccc2O1 | 0.0 | 0.3
CNC(=O)C[C@@H]1CC[C@@H]2[C@@H](COc3ccc(NS(=O)(=O)c4ccc(F)cc4)cc3C(=O)N2C)O1 | 0.0 | -21.4
N#Cc1cccc(-c2ccc(C3[C@@H]4CN(C(=O)c5ccc6c(c5)OCO6)C[C@H]3N4)cc2)c1 (stereo not given in full) | 0.0&0.1 | -46.2&-49.3
COc1ccc(S(=O)(=O)Nc2ccc3c(c2)C(=O)N([C@@H](C)CO)C[C@H](C)[C@@H](CN(C)C(=O)Nc2c(C)noc2C)OCCCC[C@@H](C)O3)cc1 | 0.0 | -4.6
O=C(C[C@H]1CC[C@@H](NC(=O)c2ccc(F)cc2)[C@H](CO)O1)NCCc1ccccc1 | 0.0 | 2.6
N#C[C@@H]1[C@H](c2ccccc2)[C@H](CO)N1C(=O)c1cc(Cl)cc(Cl)c1 | 0.0 | -3.5
C/C=C/c1ccccc1[C@@H]1[C@H](C#N)N(C(C)=O)[C@H]1CO | 0.0 | -23.8
CN1C(=O)c2cc(NC(=O)c3cscn3)ccc2OC[C@H]2O[C@H](CC(=O)N3CCOCC3)CC[C@H]21 | 0.0 | -21.1
CCCNC(=O)N1CC2(C1)[C@@H](c1ccccc1)[C@H](CO)N2CC1CCOCC1 | / | 3.1
CO[C@@H](C(=O)N(C)C[C@@H]1OCc2ccccc2-c2ccccc2C(=O)N([C@@H](C)CO)C[C@@H]1C)c1ccccc1 | 0.0 | -8.2
O=C(C[C@@H]1CC[C@@H]2[C@H](COC[C@@H](O)CN2C(=O)Nc2ccccc2)O1)NCc1ccccc1F | 0.1 | -1.8
CC[C@H]1CC=CC[C@H](C)Oc2ccccc2C(=O)N(C)[C@@H](C)C(=O)N1 (mixture of isomers) | 0.0 | -2.8
COCC(=O)N1[C@H](CO)[C@@H]2c3ccccc3NC[C@@H]21 | 0.0 | -11.6
COc1ccccc1CNC(=O)C[C@@H]1C=C[C@H](NC(=O)CC2CC2)[C@H](CO)O1 | 0.0 | 4.5
N#C[C@H]1[C@@H](c2ccc(C#Cc3ccccc3F)cc2)[C@H](CO)N1C(=O)c1cccnc1 | 0.0 | -36.2
COc1cccc(CN2[C@@H](CO)[C@H](c3ccccc3)C23CN(C(=O)C2CCCCC2)C3)c1 | / | -7.2
CO[C@H](C(=O)N(C)C[C@H]1OCc2ccccc2-c2ccccc2C(=O)N([C@H](C)CO)C[C@H]1C)c1ccccc1 | 0.0 | 12.6
Cc1ccc(S(=O)(=O)Nc2ccc3c(c2)C(=O)N(C)[C@H]2CC[C@H](CC(=O)NCCc4ccncc4)O[C@H]2CO3)cc1 | 0.0 | -34.9
COCC(=O)N1[C@@H]2CN(C(=O)Nc3ccccc3Cl)c3ccccc3[C@@H]2[C@@H]1CO | 0.0 | -15.6
O=C(C1CC1)N1CC[C@@H]2[C@H]1c1cc(Br)ccc1N[C@@H]2CO | 0.2 | -278.2
C[C@@H]1CN([C@H](C)CO)C(=O)c2c(c3ccccc3n2C)-c2ccccc2CO[C@@H]1CN(C)C(=O)[C@@H](Cc1ccccc1)N(C)C | 0.0 | -1.9
CN1CCN(C(=O)C[C@H]2CC[C@H]3[C@H](COc4ccc(NC(=O)C5CCOCC5)cc4C(=O)N3C)O2)CC1 | 0.0 | -71.3
Cc1ccccc1S(=O)(=O)N1C[C@H](O)COC[C@H]2O[C@H](CC(=O)N3CCCCC3)CC[C@@H]21 | 0.0 | -4.7
C[C@@H]1CC=CCCNC(=O)[C@@H](Cc2ccccc2)N(C)C(=O)c2ccccc2O1 (mixture of isomers) | 0.1 | -16.4
CCC(=O)N1[C@H](CO)[C@@H]2c3ccccc3N(S(=O)(=O)c3ccc(F)cc3)C[C@@H]21 | 0.0 | -31.6
N#Cc1ccc(-c2ccc([C@@H]3[C@@H]4CN(S(=O)(=O)Cc5ccccc5)C[C@H]3N4)cc2)cc1 | 0.0 | -31.7
O=C(C[C@@H]1C[C@@H]2c3cc(NS(=O)(=O)c4ccc(F)cc4)ccc3O[C@@H]2[C@H](CO)O1)NCc1cccnc1 | 0.0 | 2.4
CO[C@H]1CN(C)C(=O)c2ccc(NS(=O)(=O)c3c(C)noc3C)cc2OC[C@H](C)NC[C@H]1C | 0.0 | -1.1
N#Cc1ccc(-c2ccc3c(c2)[C@H]2[C@H](CCN2C(=O)C2CCCCC2)[C@H](CO)N3)cc1 | 0.0 | -12.3
N#Cc1cccc(-c2ccc([C@@H]3[C@@H](CO)N4CCCCN(Cc5ccccc5F)C[C@H]34)cc2)c1 | 0.1 | -40.8
CNC[C@H]1OCCCC[C@@H](C)Oc2ccc(NS(=O)(=O)c3ccc(F)cc3)cc2C(=O)N([C@@H](C)CO)C[C@@H]1C | 0.0 | -13.4
COc1ccccc1CNC(=O)C[C@H]1CC[C@@H]2[C@H](COC[C@@H](O)CN2Cc2ccc3c(c2)OCO3)O1 | 0.0 | 25.8
CCCN1[C@@H]2c3ccc(-c4ccccc4F)c(=O)n3C[C@@H]2[C@@H](CO)[C@@H]1C(=O)N1CCOCC1 | 0.0 | -11.0
O=C(C[C@@H]1CC[C@H]2[C@@H](COC[C@@H](O)CN2CC2CCOCC2)O1)NCc1ccc(Cl)cc1 | 0.0 | -44.2
O=C(C1CCCCC1)N1CC2(C1)[C@H](c1ccccc1)[C@@H](CO)N2CCC(F)(F)F | / | -26.5
CN(C)C(=O)c1cccc(-c2ccc([C@H]3[C@@H](CO)N4CCCCN(CC5CCOCC5)C[C@@H]34)cc2)c1 | 0.0 | -5.0
O=C(CC(F)(F)F)N1C[C@@H]2[C@H](c3ccccc31)[C@H](CO)N2C(=O)C1CCCCC1 | 0.0 | -30.2
COC(=O)C[C@@H]1C[C@@H]2c3cc(NC(=O)c4ccc5c(c4)OCO5)ccc3O[C@@H]2[C@@H](CO)O1 | 0.0 | -1.6
C/C=C/c1ccc([C@H]2[C@@H](CO)N(C(C)=O)[C@@H]2CNC(=O)c2ccccc2)cc1 | 0.0 | 11.4
CN1C(=O)c2cc(NS(=O)(=O)CC(F)(F)F)ccc2OC[C@H]2O[C@@H](CC(=O)NCc3ccc(Cl)c(Cl)c3)CC[C@@H]21 | 0.0 | 22.0
O=C(CCN1CCCCC1)N[C@@H]1CC[C@H](CC(=O)N2CCC(Cc3ccccc3)CC2)O[C@H]1CO | 0.0 | 3.7
O=C(Nc1ccc(F)cc1)N1C[C@@H]2[C@H](c3ccccc31)[C@@H](CO)N2C(=O)c1ccncc1 | 0.0 | -51.9
CO[C@H]1CC[C@H]2CCOc3c(C#N)cccc3C(=O)N(C)C[C@@H](c3ccccc3)CC(=O)N(C)C[C@H]1O2 | 0.1 | 4.7
Cc1noc(C)c1NC(=O)N(C)C[C@@H]1OCCCC[C@@H](C)Oc2ccc(NC(=O)Nc3ccc(C(F)(F)F)cc3)cc2C(=O)N([C@H](C)CO)C[C@H]1C | 0.0 | 9.3
N#C[C@@H]1[C@H](c2ccccc2)[C@@H](CO)N1S(=O)(=O)c1cccc(F)c1 | 0.0 | 18.4
O=C(C[C@H]1CC[C@H](NC(=O)Nc2ccc(C(F)(F)F)cc2)[C@H](CO)O1)NCc1cccc(F)c1 | 0.0 | -10.2
O=C(Cc1cccnc1)N1CC(=O)N2[C@H](C1)[C@H](c1ccc(C3=CCCCC3)cc1)[C@@H]2CO | 0.0 | -2.3
C[C@@H]1CN([C@@H](C)CO)C(=O)c2c(c3ccccc3n2C)-c2ccccc2CO[C@H]1CN(C)Cc1cccc(C(F)(F)F)c1 | 0.5 | 25.9
CCC(=O)N1[C@@H]2Cn3c(cccc3=O)[C@H]1[C@@H](C(=O)NC1Cc3ccccc3C1)[C@@H]2CO | 0.0 | -2.3
COC(=O)C[C@@H]1CC[C@@H]2[C@H](COc3ccc(NC(=O)Nc4cccc(C#N)c4)cc3C(=O)N2C)O1 | 0.0 | 9.2
O=S(=O)(c1ccc(F)cc1)N1C[C@H]2[C@@H](c3ccccc31)[C@H](CO)N2Cc1ccccc1Cl | 0.0 | 20.2
CCCN1[C@H](CO)[C@H](c2ccc(-c3ccccc3F)cc2)[C@@H]1CNC(=O)C1CCC1 | 0.0 | 0.4
COc1ccc2c3c(n(C)c2c1)[C@H](CO)N(C)CC31CCN(C(=O)c2cccnc2)CC1 | 0.0 | 4.5

# (further entries)
Molecule | Pax4 mRNA alpha TC1 | YAP1 CTGF inhibition
O=C(CN1CCOCC1)N1CC[C@H]2[C@H](CO)Nc3ccc(-c4ccccc4F)cc3[C@H]21 | 0.0 | ?
C/C=C/c1ccc([C@H]2[C@@H](CO)N(C(=O)C3CCCC3)C23CN(S(C)(=O)=O)C3)cc1 | / | -1.5
COc1ccc(CNC(=O)C[C@H]2C[C@@H]3c4cc(N(C)C)ccc4O[C@@H]3[C@H](CO)O2)cc1 | 0.0 | 0.0
COc1ccc2c3c([nH]c2c1)[C@@H](CO)NCC31CN(C(=O)Nc2ccc(F)cc2F)C1 | 0.0 | 2.7
O=C(C[C@H]1C[C@@H]2c3cc(NS(=O)(=O)c4ccc(F)cc4)ccc3O[C@@H]2[C@@H](CO)O1)N1CCc2ccccc2C1 | 0.0 | 11.6
Cc1ccc(S(=O)(=O)Nc2ccc3c(c2)C(=O)N([C@H](C)CO)C[C@H](C)[C@@H](CN(C)S(=O)(=O)c2cccs2)OCCCC[C@H](C)O3)cc1 | 0.7 | -31.0
CO[C@@H](CN(C)CC1CCOCC1)[C@@H](C)CN(C(=O)Nc1ccc(F)cc1)[C@H](C)CO | 0.1 | -1.1
CN1C(=O)c2cc(NC(=O)Nc3ccccc3Cl)ccc2OC[C@H]2O[C@H](CC(=O)NCCCN3CCOCC3)CC[C@H]21 | 0.0 | -36.6
CCCN1C[C@@H](C)[C@@H](OC)CN(C)C(=O)c2cc(NC(=O)Nc3cccc(F)c3)ccc2OC[C@H]1C | 0.0 | -10.5
COCCNC(=O)C[C@@H]1CC[C@@H]2[C@H](COc3ccc(NC(=O)Nc4cccc(F)c4)cc3C(=O)N2C)O1 | 0.0 | -129.3
N#C[C@@H]1[C@H](c2ccccc2-c2cccc(F)c2)[C@@H](CO)N1C(=O)NC1CCCCC1 | 0.0 | 15.2
COCCN(C[C@H]1N[C@H](CO)[C@@H]1c1ccc(-c2cccc(C#N)c2)cc1)C(C)=O | 0.0 | -11.0
Cc1noc(C)c1S(=O)(=O)N1[C@@H]2CNC[C@H]1C2c1ccc(-c2cccc(F)c2)cc1 (stereo not given in full) | 0.0 | -1.9
N#C[C@H]1[C@H](c2ccccc2C2=CCCC2)[C@@H](CO)N1C(=O)C1CCOCC1 | 0.0 | 23.7
COc1ccc2c3c([nH]c2c1)[C@H](CO)N(C(C)=O)CC31CCN(C(=O)Nc2ccc(F)cc2F)CC1 | 0.0 | 10.4
CC(C)C#Cc1ccc([C@H]2[C@@H](CO)N3C(=O)CN(C(=O)c4ccc5c(c4)OCO5)C[C@H]23)cc1 | 0.0 | 4.8
C/C=C/c1ccc([C@H]2[C@@H](CO)N(S(=O)(=O)CC)[C@H]2CN(C)C(=O)CC)cc1 | 0.0 | 11.0
CNC(=O)C[C@H]1CC[C@@H]2[C@H](COc3ccc(NS(=O)(=O)c4ccc(F)cc4)cc3C(=O)N2C)O1 | 0.0 | 10.9
O=C(C[C@@H]1CC[C@H]2NC[C@@H](O)COC[C@@H]2O1)Nc1nccs1 | 0.0 | 3.2

# A portion of the library; rates above refer to the full screens.
